Source: PubChem
CHO-K1 Ca antag: counter-screen for M1 antagonists: effect in parental CHO-K1 cells. ATP-induced calcium, Fluo-8 fluorescence. inhibition, % at 3 µM. 0.6% of 360,000 active. AID 602250;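 active means inhibition above a per-plate cutoff, the plate's mean sample inhibition plus 3 SD, cut at about 24% in these data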;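 further: 0% = DMSO plus EC80 ATP and 100% = DMSO alone without ATP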
CHO parental Ca: ATP-evoked calcium signal inhibitors, parental CHO, primary screen, counter-screen for OX1R antagonist project, cell-based, fluorescence, Fluo-8 calcium dye; 0.63% of 330,000 active; inhibition, % at 5.6 µM; parental CHO-K1, ATP-induced calcium, Fluo-8 fluorescence;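 active means inhibition above that plate's mean sample inhibition plus 3 SD, cut at about 26% in these data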;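 further: 0% = ATP-challenged DMSO wells and 100% = DMSO wells without ATP; some compounds past the cut are filed as inactive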
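Assay system: parental CHO cells; Read-out basis: percent inhibition of ATP-evoked calcium rise, normalized to controls; Benchmarks: ATP and no-ATP DMSO wells; Compound dosing: single nominal dose of 5.6 µM per compound; Signal: Fluo-8 calcium dye fluorescence; Also added: ATP as calcium-mobilizing challenge; Repeats: singlicate.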
M1 ag parental: counter-screen for M1 agonists: effect in parental CHO-K1 cells | Fluo-8 calcium fluorescence; scaled to maximal ATP response, vehicle zero | AID 602248, 2012 | 0.48% of 360,000 active | activation, % at 3 µM; in the data active means activation above about 15%;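 further: untransfected CHO-K1 host cells lacking M1 receptor as counterscreen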
M1 ag: human M1 muscarinic receptor agonists, primary screen, Fluo-8 calcium fluorescence, CHO-K1 cells, HTS; activation, % at 3 µM; Muscarinic acetylcholine receptor M1 (Homo sapiens), P11229; CHO-K1 hM1, agonist mode; 0% DMSO, 100% acetylcholine EC100; 0.33% of 360,000 active;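 active means activation above the run's mean compound activation plus 3 SD, cut at about 16% in these data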;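 further: peak over basal fluorescence ratio within a 140 s kinetic read after compound addition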
Target sequence (P11229 whole entry, looked up): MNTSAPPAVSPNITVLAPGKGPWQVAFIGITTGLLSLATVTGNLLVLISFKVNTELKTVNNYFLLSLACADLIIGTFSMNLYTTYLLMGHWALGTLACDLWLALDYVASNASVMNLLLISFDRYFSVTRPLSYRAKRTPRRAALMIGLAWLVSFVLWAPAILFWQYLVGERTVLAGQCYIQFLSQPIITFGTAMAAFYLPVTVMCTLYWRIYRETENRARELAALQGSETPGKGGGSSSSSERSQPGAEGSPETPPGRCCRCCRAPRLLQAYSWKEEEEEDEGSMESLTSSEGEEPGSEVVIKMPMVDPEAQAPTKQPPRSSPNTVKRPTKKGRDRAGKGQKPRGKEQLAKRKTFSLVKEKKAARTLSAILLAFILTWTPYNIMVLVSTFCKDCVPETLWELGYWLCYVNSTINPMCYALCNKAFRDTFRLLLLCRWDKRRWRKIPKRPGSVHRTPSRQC
M1 antag: human M1 muscarinic receptor antagonists, primary screen, CHO-K1 cells, Fluo-8 calcium fluorescence, 1536-well | Muscarinic acetylcholine receptor M1 (Homo sapiens), P11229 | CHO-K1 hM1, ACh EC80 antagonist | inhibition, % at 3 µM | 1.3% of 360,000 active;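 active means percent inhibition above its own plate's cutoff, namely the mean of that plate's compound wells plus 3 SD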;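 further: peak over basal fluorescence ratio during 140 s after agonist addition; 0% = ACh EC80 plus DMSO and 100% = DMSO alone without agonist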
TAAR1 antagonist: human TAAR1 antagonists, primary screen, Fluo-8 calcium fluorescence, CHO RD-HGA16 cells | antagonist | inhibition, % at 3 µM | 1.5% of 360,000 active;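 active means inhibition above a per-plate cutoff, the mean inhibition of test compounds on that plate plus 3 SD, cut at about 49% in these data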;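 further: 0% = DMSO plus EC80 beta-PEA response and 100% = DMSO alone without agonist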
Target sequence (Q96RJ0 whole entry, looked up): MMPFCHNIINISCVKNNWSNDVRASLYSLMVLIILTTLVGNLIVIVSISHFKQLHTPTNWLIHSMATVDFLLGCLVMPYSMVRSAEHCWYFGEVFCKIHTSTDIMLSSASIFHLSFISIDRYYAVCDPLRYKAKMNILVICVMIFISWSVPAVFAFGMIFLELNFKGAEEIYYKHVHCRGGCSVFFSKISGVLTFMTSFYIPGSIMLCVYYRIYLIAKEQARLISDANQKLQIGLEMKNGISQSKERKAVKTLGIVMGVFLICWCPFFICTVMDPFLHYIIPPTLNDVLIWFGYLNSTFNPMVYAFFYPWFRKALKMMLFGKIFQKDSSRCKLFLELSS
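System: CHO RD-HGA16 cells bearing hTAAR1. Reagent: EC80 β-phenethylamine stimulus. Schedule: seeding 17-24 h prior, 75-min 37 °C, 30-min RT dye loading. Signal: Fluo-8 intracellular calcium dye fluorescence, real-time kinetic reads. Read-out: % inhibition from peak post-agonist over basal fluorescence ratio. Benchmarks: vehicle wells and EC80 agonist wells. Replicates: n of 1.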
TAAR1 ag: human TAAR1 agonists, primary screen, Fluo-8 calcium fluorescence, CHO RD-HGA16 cells. Trace amine-associated receptor 1 (Homo sapiens), Q96RJ0. vehicle wells 0%, saturating PEA agonist 100%. activation, % at 3 µM. 0.99% of 360,000 active;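 active means activation above the mean activation of all test compounds in the run plus 3 SD, cut at about 38% in these data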
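System: CHO RD-HGA16 cells carrying human TAAR1 plus Gα16; Incubation: 17-24 h seeding, 75 min 37 °C dye, 30 min RT; Measured by: Fluo-8 fluorescence, 5 s baseline then 140 s kinetic read; Control set: DMSO and PEA EC100; Replication: single well for each compound.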
M1 PAM parental: nonselective calcium activators in parental CHO-K1 cells, primary screen, counter-screen for M1 PAM project, cell-based, Fluo-8 calcium fluorescence, full deck, 1536-well; AID 602247, 2012; activation, % at 3 µM; 0.02% of 360,000 active; ATP EC20; 0% at ATP EC20, 100% at ATP max;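 active means activation above the run cutoff, the mean activation of all test compounds plus 3 SD, cut at about 40% in these data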;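 further: peak over basal fluorescence ratio in a 140 s read after ATP addition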
OXTR potentiate: human OXTR potentiators, primary screen, fluorescence, CHO-OTR cells, Fluo-8 calcium; Fluo-8 calcium fluorescence, potentiator mode; 0% = oxytocin EC15, 100% = EC100; activation, % at 3 µM; 0.061% of 320,000 active;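 active means activation above that plate's cutoff, the mean activation of tested compounds plus 3 SD, cut at about 6.6% in these data, passing the limit was not always enough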;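 further: 100% uses oxytocin at 75 nM as the full agonist control; some results filed as inactive read as strong as hits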
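Measured by – Fluo-8 calcium dye fluorescence · Test system – human OTR in CHO cells · Dosing – one concentration, 3.0 µM compound · Controls – EC15 oxytocin alone as 0%, 75 nM oxytocin as 100% · Evaluation – normalized max/min fluorescence ratio, % activation · Timing – 6 min pre-incubation, 100 s read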
Starred values were filed as active, the others as inactive; / = no result given. The order is random; any-hit rate near 4.2%.

Sample of the layout, three compounds:
SMILES	CHO-K1 Ca antag	CHO parental Ca	M1 ag parental	M1 ag	M1 antag	TAAR1 antagonist	TAAR1 ag	M1 PAM parental	OXTR potentiate
Cc1ccc2c(c1)NC(=O)c1cccnc1N2	1.7	-11.5	-0.5	-3.5	-1.1	-5.7	1.2	8.1	-14.3
CCOc1ccccc1C(=O)OCC(=O)Nc1nnc(-c2ccccc2)o1	-7.0	-7.2	0.5	-4.5	-0.1	13.5	-0.8	-0.4	-10.6
CCOc1ccc(NC(=NCc2ccc3c(c2)OCO3)SC2CC(=O)N(c3ccc(OCC)cc3)C2=O)cc1 (stereo not given)	5.8	-9.2	0.0	0.9	-4.6	-15.0	1.6	-10.7	-3.9

This part in full, from the first entry:
SMILES	CHO-K1 Ca antag	CHO parental Ca	M1 ag parental	M1 ag	M1 antag	TAAR1 antagonist	TAAR1 ag	M1 PAM parental	OXTR potentiate
Cc1ccc2c(c1)NC(=O)c1cccnc1N2	1.7	-11.5	-0.5	-3.5	-1.1	-5.7	1.2	8.1	-14.3
CCOc1ccccc1C(=O)OCC(=O)Nc1nnc(-c2ccccc2)o1	-7.0	-7.2	0.5	-4.5	-0.1	13.5	-0.8	-0.4	-10.6
CCOc1ccc(NC(=NCc2ccc3c(c2)OCO3)SC2CC(=O)N(c3ccc(OCC)cc3)C2=O)cc1 (stereo not given)	5.8	-9.2	0.0	0.9	-4.6	-15.0	1.6	-10.7	-3.9
O=C(CSc1ccc(F)cc1)Nc1ccccc1N1CCOCC1	-15.1	-21.3	3.5	-4.8	-1.3	-23.6	15.4	6.7	-7.4
COc1cc(OC)cc(C(=O)NCCNC(=O)c2ccccc2)c1	-11.4	-6.7	0.8	-3.1	-6.7	-2.4	1.3	20.8	-2.5
COc1cccc(OC)c1C(=O)OCC(=O)NCCCc1ccccc1	-2.8	-17.6	5.8	-3.4	-3.2	2.6	10.4	9.8	-7.6
Cc1cccn2c(=O)c(/C=C(\C#N)C(=O)NCc3ccco3)c(N3CCC(C(N)=O)CC3)nc12	0.1	-15.5	-0.1	-2.2	-5.8	-20.4	0.0	24.1	1.8
CC(=O)c1ccc(NC(=S)NC(C)c2ccc(Cl)cc2Cl)cc1 (stereo not given)	11.9	64.4*	3.7	3.2	15.8	37.7	41.5*	-10.5	-13.4
Cc1ccc(S(=O)(=O)Nc2cccnc2Oc2ccc(Cl)cc2)cc1	-2.3	-21.8	4.5	-3.6	-2.1	-4.5	0.3	12.1	-5.8
CC(=O)N1c2ccc(S(=O)(=O)NCCC(=O)NCCc3ccc(C)cc3)cc2CC1C (stereo not given)	-0.5	-1.6	9.2	1.2	4.0	6.6	3.7	11.0	-6.1
O=C(NCc1ccco1)c1cnn2c(C(F)(F)F)cc(-c3ccccc3)nc12	-21.7	-20.9	1.2	-10.3	0.3	32.2	12.5	14.9	0.9
COc1cc(C(=O)N2CCN(C3=NS(=O)(=O)c4ccccc43)CC2)cc(OC)c1OC	-16.0	/	0.2	-3.1	-11.6	-12.6	0.9	17.3	/
CN1CCS/C1=C/C=C1\SC(=S)N(CC(=O)O)C1=O	0.7	19.6	26.1*	16.4*	7.3	40.0	32.5	12.7	-6.9
CCCN(Cc1cc2cc(C)ccc2[nH]c1=O)C(=O)c1cccc([N+](=O)[O-])c1	0.9	-16.1	0.3	-3.2	-9.1	-14.0	-0.9	-8.5	-7.7
COCCCN1CC23C=CC(O2)C(C(=O)OC)C3C1=O (stereo not given)	1.7	2.2	0.1	-2.4	-34.0	4.3	0.9	-3.4	-0.3
Cc1ccc(-c2csc(NC(=O)c3ccc([N+](=O)[O-])o3)n2)cc1	-1.4	-18.4	-1.1	-5.2	-1.6	-12.7	4.5	16.1	-9.8
Cc1cccc[n+]1CC(=O)Nc1ccccc1	-7.5	-6.5	0.1	-9.3	-13.7	-11.9	0.3	-0.7	-9.5
O=C(Nc1ccc(Oc2ccc(NC(=O)Nc3ccc([N+](=O)[O-])cc3)cc2)cc1)Nc1ccc([N+](=O)[O-])cc1	-5.2	14.3	2.2	-0.8	6.5	-3.0	14.1	-35.3	-8.2
CCn1c2ccccc2c2cc(NC(=O)CSc3nnc(-c4ccc(OC)cc4)n3N)ccc21	-11.2	-15.5	0.6	-6.5	-3.6	5.8	5.4	26.6	-2.1
O=C(Cc1ccc(Br)cc1)Nc1ccc(S(=O)(=O)N2CCCC2)cc1	6.0	1.2	8.5	1.0	-1.1	5.6	38.4*	26.8	-6.0

Look-ups from the list:
In M1 ag parental, O=C(Cc1ccc(Br)cc1)Nc1ccc(S(=O)(=O)N2CCCC2)cc1 is listed with 8.5
In M1 ag parental, O=C(Nc1ccc(Oc2ccc(NC(=O)Nc3ccc([N+](=O)[O-])cc3)cc2)cc1)Nc1ccc([N+](=O)[O-])cc1 is listed with 2.2
In CHO-K1 Ca antag, Cc1ccc(-c2csc(NC(=O)c3ccc([N+](=O)[O-])o3)n2)cc1 is listed with -1.4
In CHO parental Ca, Cc1ccc(S(=O)(=O)Nc2cccnc2Oc2ccc(Cl)cc2)cc1 is listed with -21.8

More compounds
SMILES	CHO-K1 Ca antag	CHO parental Ca	M1 ag parental	M1 ag	M1 antag	TAAR1 antagonist	TAAR1 ag	M1 PAM parental	OXTR potentiate
CCOc1ccc2nc(N/C(N)=N/C(=S)Nc3ccc(C)c(C)c3)nc(C)c2c1	-5.1	-7.7	-0.1	-4.7	-10.1	-7.2	1.0	13.8	1.3
CN(Cc1ccccc1)/C(=N/O)c1cccc(Cl)c1	-12.7	-18.4	0.6	-6.8	-0.8	-3.0	-2.6	9.8	0.3
O=C(NCc1cccnc1)C1Cc2c(-c3ccc(Cl)cc3)ccnc2O1 (stereo not given)	-2.3	/	0.2	-6.1	-14.1	-11.8	-2.0	9.3	/
CC(C)(C)c1cc(NC(=O)CSc2nnc(NCc3ccccc3)s2)n(-c2ccccc2)n1	12.4	-24.8	4.5	-8.7	19.6	9.5	2.9	11.6	-12.4
O=C(COC(=O)C1(c2ccc(F)cc2)CCCC1)NCc1ccc2c(c1)OCO2	-5.2	7.2	5.5	-5.5	4.9	18.9	2.6	14.0	-18.4
COc1ccc(Br)cc1S(=O)(=O)n1ccnc1C	8.3	-1.2	-0.2	-0.9	-19.5	-10.6	7.0	-3.7	-5.1
Cc1ccc(C(=O)CSc2nc3ccccc3c(=O)[nH]2)cc1	5.4	-18.6	0.2	-4.1	-1.4	-7.8	2.8	-6.3	-2.7
CC1(C(=O)OCC(=O)Nc2ccccc2Cl)CC1(Cl)Cl (stereo not given)	4.1	-18.0	-0.1	-1.2	-4.5	2.2	6.5	-0.2	-0.3
O=C(NC1CC1)C1CCN(c2nc3ccccc3s2)CC1	-11.9	-18.4	5.0	-6.1	-5.2	-25.5	2.9	11.9	-9.8
CC(C)c1nnc(SCC(=O)NC2CCCCC2)n1C	-18.0	0.1	0.4	-1.8	-8.6	1.4	-3.8	2.2	-3.0
COC(=O)C1C(=O)C2=C(CC1C)NC(=O)CC2c1ccc(F)cc1 (stereo not given)	-11.0	-4.8	0.8	-1.1	-13.9	-4.3	1.6	-7.7	-1.1
CCn1nnc2c(=O)oc3ccccc3c21	-8.4	1.0	0.8	-7.6	-18.9	2.2	4.0	18.4	1.4
COCCOc1cc(NCc2ccccc2)c2ncn(C(C)C)c2c1	16.2	-15.7	-0.7	-0.8	-8.6	-4.7	12.3	-24.0	-3.2
O=c1[nH]cnc2sc3c(c12)CCN(Cc1ccccc1)C3	-8.0	-12.2	1.4	-10.3	0.3	1.3	0.9	22.6	-4.8
O=C(C[C@H]1C/C=C\CC[C@H](Cc2ccc(F)cc2)C(=O)OCCNC1=O)NCCO	-14.8	-5.8	1.5	-4.5	-2.5	-2.6	9.6	22.9	4.1
CC(=O)c1ccc(OCC(=O)c2ccc(-c3ccccc3)cc2)cc1	-7.4	-18.2	2.5	-8.5	-4.5	12.2	0.2	20.2	-2.6
COc1cccc(CC(=O)n2nc(N)c3cc4ccc(OC)cc4nc32)c1	1.8	-14.4	-0.1	-2.2	-13.9	-1.4	-1.1	-2.0	-3.7
Cc1cc([N+](=O)[O-])nn1Cc1ccc(F)cc1	-9.8	/	0.4	-6.7	-15.7	-12.6	0.6	7.4	/
CCOc1ccc2c(c1)[nH]c(=S)n2C	-16.0	-7.5	0.9	-1.4	-4.6	-6.2	-0.9	18.6	-2.3
COC(=O)Cc1ccc(NC(=O)c2ccc(C(C)(C)C)cc2)cc1	-18.2	-11.3	2.1	-1.6	-3.0	-14.1	3.3	18.6	-9.7
Cc1ccc(C2CC(=O)Oc3cc(C)c(Br)c(C)c32)cc1 (stereo not given)	-13.7	-5.4	0.4	-2.5	-5.2	29.8	1.3	18.2	/
CCN(CC)C(=O)Cn1c(=O)n(-c2ccccc2)c(=O)c2sccc21	-13.0	-1.3	-0.1	-0.2	-6.6	-29.4	1.8	14.4	1.1
O=C(c1cccc(C(F)(F)F)c1)C1CCCN(Cc2ccc(OCCO)cc2)C1 (stereo not given)	6.7	-27.7	22.8*	-14.1	65.7*	15.4	3.8	0.3	-5.1
CCCCNC(=S)Nc1ccc(F)cc1	-2.0	-9.8	1.6	0.1	17.7	-4.1	14.7	-3.6	-5.8
Cc1nn(C)cc1S(=O)(=O)Nc1cccc(Cl)c1	2.2	1.8	-0.5	-0.9	0.1	-5.6	-2.5	-2.1	3.2
Cn1cnnc1SCc1ccc(C(=O)N=Nc2c(O)n(C)c3ccccc23)cc1	-2.9	-19.3	3.2	-6.8	2.5	-4.9	6.4	26.6	-13.6
O=C(c1ccc2c(c1)OCO2)N1CCN(S(=O)(=O)c2ccc(Br)cc2Cl)CC1	4.2	-23.8	0.6	-1.0	7.1	10.7	-0.4	-8.7	-8.2
Cn1c2ccccc2c2ccc3c(c21)C(=O)C=CC3=O	-13.8	/	1.3	1.4	-10.5	12.6	0.3	17.9	/
CC(OC(=O)Cc1ccc(F)cc1)C(=O)N1CCc2ccccc21 (stereo not given)	4.6	/	0.7	-0.3	-15.2	-2.0	2.9	-13.9	/
C=CCn1c(SC(C)C(=O)NC2(C#N)CCCCC2)nnc1-c1ccc(OC)cc1 (stereo not given)	-0.1	-19.4	0.7	-3.3	33.0*	7.3	1.3	2.3	-13.6
